Compound activity: PubChem BioAssay, several laboratories
Myeloid diff 2: promotes myeloid progenitor differentiation. ER-HoxA9 myeloid progenitors, lysozyme-GFP differentiation, flow cytometry. calls only at 10 µM. 1% of 360,000 active;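 active means normalized GFP-positive differentiation at or above the plate's own cutoff, the solvent-only control mean plus 3 SD; inconclusive means no clear call, values can overlap the other calls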;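 further: cells exposed to compound for four days before flow analysis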
Rac1 GTP hydrolysis: MgcRacGAP GTPase-activating activity inhibitors, confirmation, biochemical, ADP Hunter fluorescence. MgcRacGAP-stimulated Rac1 GTP hydrolysis, ADP Hunter fluorescence; higher % means a stronger effect; GST-tagged Rac1 F28L mutant substrate. inhibition, % at 30 µM, or IC50 in µM where a hit was titrated. 0.6% of 340,000 active. AID 624330;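 active means first-screen hits whose inhibition reached a set limit at any dose in the follow-up dose series; inconclusive means inhibition above the set first-screen limit but never retested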;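 further: fluorescence reports GDP produced by GAP-driven GTP hydrolysis; strong numbers were not always called active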
Myeloid diff 2 GFP+ MAC1+ %: recorded beside Myeloid diff 2, whose call it bears; GFP+ MAC1+ double positive, %; measured here: differentiation confirmed by MAC1 staining
The depositor's hits bear a star; i = inactive; ? = inconclusive; . = not tested or not shown. This is a subset; the hit share may differ from the screen's.

Preview, 4 compounds:
canonical_smiles,Myeloid diff 2,Myeloid diff 2 GFP+ MAC1+ %,Rac1 GTP hydrolysis
CC(=O)c1cccc(NC(=O)c2cc(S(=O)(=O)N3CCCCC3)ccc2N2CCOCC2)c1,i,0.2,0.2%
CCOC(=O)C1=CN(CC)S(=O)(=O)NC1CC (stereo unspecified),i,0.0,6.4%
C[C@H](CO)N1C[C@H](C)[C@@H](CN(C)C(=O)Nc2ccccc2)Oc2ncc(-c3ccc(C#N)cc3)cc2C1=O,i,0.4,11.8%
COc1ccc(C2/C=C\CN(C(=O)OCC3c4ccccc4-c4ccccc43)CC(=O)N2Cc2cccc(F)c2)cc1 (stereo unspecified),i,0.3,6.5%

This part in full, previewed entries included:
canonical_smiles,Myeloid diff 2,Myeloid diff 2 GFP+ MAC1+ %,Rac1 GTP hydrolysis
CC(=O)c1cccc(NC(=O)c2cc(S(=O)(=O)N3CCCCC3)ccc2N2CCOCC2)c1,i,0.2,0.2%
CCOC(=O)C1=CN(CC)S(=O)(=O)NC1CC (stereo unspecified),i,0.0,6.4%
C[C@H](CO)N1C[C@H](C)[C@@H](CN(C)C(=O)Nc2ccccc2)Oc2ncc(-c3ccc(C#N)cc3)cc2C1=O,i,0.4,11.8%
COc1ccc(C2/C=C\CN(C(=O)OCC3c4ccccc4-c4ccccc43)CC(=O)N2Cc2cccc(F)c2)cc1 (stereo unspecified),i,0.3,6.5%
N#CC(c1ccc([N+](=O)[O-])cc1)C(CC(=O)c1ccccc1)c1ccccc1 (stereo unspecified),i,1.1,0.7%
O=S(=O)(NCc1ccccc1)c1ccccc1NCc1ccc(Cl)cc1,i,0.8,4.6%
CCCNC(=O)C[C@@H]1C[C@@H]2c3cc(NS(=O)(=O)c4ccc(OC)cc4)ccc3O[C@@H]2[C@@H](CO)O1,i,1.3,0.9%
Cc1ccc(S(=O)(=O)N2CCOCC2)cc1NC(=O)Cn1c(=O)ccn(Cc2ccccc2)c1=O,i,0.9,3.4%
Cc1ccc(S(=O)(=O)NN=Cc2ccco2)cc1,i,0.9,1.1%
CCN1C(=O)[C@H]2[C@@H](c3ccc(C(F)(F)F)cc3)N[C@]3(CCCN(Cc4ccc(C)cc4)C3=O)[C@H]2C1=O,i,0.4,9.2%
Cc1nccn1CCC(=O)NC1CC(C)(C)Cc2c1cnn2-c1ccccc1 (stereo unspecified),i,0.7,7.8%
COC(=O)C1CC(C(=O)OC)C2C(C(=O)OC)CC(C(=O)OC)C12 (stereo unspecified),i,0.9,3.1%

3 entries from above, with values under each structure.
Each structure is followed by: Myeloid diff 2 | Myeloid diff 2 GFP+ MAC1+ % | Rac1 GTP hydrolysis
- C[C@H](CO)N1C[C@H](C)[C@@H](CN(C)C(=O)Nc2ccccc2)Oc2ncc(-c3ccc(C#N)cc3)cc2C1=O
 : i | 0.4 | 11.8%
- COc1ccc(C2/C=C\CN(C(=O)OCC3c4ccccc4-c4ccccc43)CC(=O)N2Cc2cccc(F)c2)cc1 (stereo unspecified)
 : i | 0.3 | 6.5%
- N#CC(c1ccc([N+](=O)[O-])cc1)C(CC(=O)c1ccccc1)c1ccccc1 (stereo unspecified)
 : i | 1.1 | 0.7%

Following part.
canonical_smiles,Myeloid diff 2,Myeloid diff 2 GFP+ MAC1+ %,Rac1 GTP hydrolysis
CCCN(C(=O)CSCc1ccc(C)cc1)c1c(N)n(Cc2ccccc2)c(=O)[nH]c1=O,i,0.6,7.1%
Cc1ccc(S(=O)(=O)N2C[C@H]3N(C(=O)OC(C)C)N(C(=O)OC(C)C)C[C@H](OC(=O)NCc4ccco4)[C@@]3(O)C2)cc1,i,0.2,1.9%
CCCCn1c(N)c(N(CC(C)C)C(=O)c2ccc(OC)c(S(=O)(=O)N3CCOCC3)c2)c(=O)[nH]c1=O,i,2.5,7.2%
Nc1nc(N)nc(-c2ccc([N+](=O)[O-])o2)n1,i,1.8,-3.1%
COc1ccc(CCC2(C)OCC(CCCCO)O2)cc1 (stereo unspecified),i,1.4,3.8%
O=C(Nc1ccc(OC(F)(F)F)cc1)C1CCCCN1S(=O)(=O)c1ccccc1 (stereo unspecified),i,0.7,2.8%
O=C(Nc1cccc(Cl)c1)OCCOC(=O)Nc1cccc(Cl)c1,i,0.9,-0.3%
O=C(O)c1ccc(Cl)c(NC(=O)C2CCN(S(=O)(=O)c3cccs3)CC2)c1,i,0.8,1.4%
CN(C(=O)c1cccc(NC(=O)Cc2ccc(NC(=O)C3CCN(C(=O)C4CC4)CC3)cc2)c1)C1CCCC1,i,0.5,5.8%
CC1CCCN(CCC(=O)c2ccccc2)C1 (stereo unspecified),i,0.8,4.1%
CC(C)Cc1ccc(C(C)CC2=CCC(CN(C)C)C2=O)cc1 (stereo unspecified),?,.,1.8%
CC(=O)Nc1ccc(NC(=O)CCc2c(C)noc2C)cc1,i,0.2,1.6%
COc1cc(C(=O)NCCNc2nc3c(C)cccc3cc2C#N)cc(OC)c1OC,i,0.8,9.0%
F[B-](F)(F)c1cc2cc(Br)ccc2s1,i,0.7,5.0%
CC(C)C1C(=O)N(Cc2cn(CC3CCCCC3)nn2)CCS(=O)(=O)N1Cc1ccc(-c2ccc(Cl)cc2)cc1 (stereo unspecified),?,.,5.7%
CC(C)(C)OC(=O)N1CCC(C(=O)Nc2ccc(C(=O)N3CCCCC3)cc2)CC1,i,1.0,-0.9%
CC(C)C[C@H]1CNC(=S)N1CC1CCN(CC2CCCC2)CC1,i,1.2,7.4%
CC(=O)c1ccccc1NC(=O)COC(=O)C1=NN(c2ccccc2)C(=O)CC1,i,0.1,5.7%
Cc1ccc(S(=O)(=O)N(CC(=O)Nc2ccc(Cl)cc2)C(=O)N2CCN(C)CC2)cc1,i,0.9,-2.3%
S=C1SCN(Cc2ccccc2)CN1Cc1ccco1,i,1.3,-1.9%
COc1ccc(OC)c(NC(=O)C2CC(=O)N(CCc3ccc(F)cc3)C2)c1 (stereo unspecified),i,0.7,9.1%
CSc1nc(N)c2c(n1)N(C)C=NS2(=O)=O,i,1.0,-1.8%
N#CC1(Nc2ccc(S(N)(=O)=O)cc2)CCCC1,i,1.0,3.0%
NC(=O)COC(=O)[C@H](Cc1ccccc1)NS(=O)(=O)c1ccc2c(c1)OCCO2,i,1.3,2.2%
CC1(CN2CCCC2)CCC(NC(=O)C(c2ccccc2)c2ccccc2)C(C)(C)O1 (stereo unspecified),i,1.3,13.5%
Cc1ccc(-c2ccc(CN3C(C)C(=O)N(Cc4cn(CC5CCCCC5)nn4)CCS3(=O)=O)cc2)cc1 (stereo unspecified),i,1.2,4.2%
CCc1nc(CN2CCCC(C(=O)Nc3ccc(-c4cccc(OC)c4)cc3)C2)c(C)[nH]1 (stereo unspecified),i,1.2,18.1%
Cc1ccc(OCCC(=O)OCC(=O)NCCNC(=O)COC(=O)CCOc2ccc(C)cc2)cc1,i,0.7,8.7%
O=c1c2ccccc2sc2c(CO)ccc(NCCN3CCCCC3)c12,?,.,27.3%
COc1ccc(CSC(=S)NNc2ccccc2)cc1,i,0.9,14.5%
O=C(NCc1ccccc1)c1cccc(NC(=O)C2CCCC2)c1,i,1.4,7.0%
CCOC(=O)Nc1ccc2c(c1)C(=NNC(=S)NC)c1ccccc1-2,i,1.2,13.2%
CCOC(=O)C1CCN(C(=O)COC(=O)c2cccc(NS(=O)(=O)c3ccccc3)c2)CC1,i,0.2,5.8%
C[C@@H](CO)NC(=O)c1nc[nH]c1C(=O)N[C@H](C)c1ccccc1,i,0.7,19.0%
CCC(C)C(CO)NCCCn1ccc(NC(=O)OCc2ccccc2)nc1=O (stereo unspecified),i,0.5,9.8%
COC(=O)CC1=C(c2ccc([N+](=O)[O-])cc2)CCC1=O,i,0.8,2.2%

Next part:
molecule,Myeloid diff 2,Myeloid diff 2 GFP+ MAC1+ %,Rac1 GTP hydrolysis
O=C(NCC(=O)N1CCC(Cc2ccccc2)CC1)c1ccccc1F,i,0.6,5.6%
CC1(C2CCC3C4CCC5CC6(CCC5(C)C4C(=O)CC32C)OCCO6)OCCO1 (stereo unspecified),i,1.6,4.7%
CCCCCC(O)CCCC(=O)O (stereo unspecified),i,2.2,7.6%
O=S(=O)(NC(CO)Cc1ccccc1)c1ccc(Br)cc1F (stereo unspecified),i,0.7,6.2%
O=C1[C@H]2[C@@H](c3ccccc3)N[C@]3(CCCN(Cc4ccc(F)cc4)C3=O)[C@H]2C(=O)N1Cc1ccccc1,i,0.5,16.3%
CCOc1ccc2c(c1)C(=NNC(=O)c1ccccn1)c1cc(OCC)ccc1-2,i,0.3,-24.9%
NC(=O)c1ncn([C@@H]2O[C@H](CNCc3ccccc3OCc3ccc(Cl)cc3Cl)[C@@H](O)[C@H]2O)n1,i,0.4,-7.0%
CC(=O)Nc1c(Cl)c(Cl)c2c(c1Cl)Cc1cc(Cl)ccc1-2,i,0.9,2.8%
Cc1ccc(S(=O)(=O)N2CCCCC2)cc1C(=O)OC(C)C(=O)NC1CCCCC1C (stereo unspecified),i,0.7,8.5%
Cc1ccc(CNc2ncnc3c2cnn3C2CCCCO2)cc1 (stereo unspecified),i,0.3,2.7%
O=C(NC1CCCCCCC1)c1cccc(S(=O)(=O)N2CCOCC2)c1,i,0.7,2.6%
C[C@@H]1CN([C@@H](C)CO)C(=O)c2cc(C#Cc3cccc(F)c3)cnc2O[C@@H]1CN(C)CC1CCOCC1,i,0.7,16.4%
COc1ccc(C(CNC(=O)CCNS(=O)(=O)c2ccccc2C(F)(F)F)N2CCOCC2)cc1 (stereo unspecified),i,0.2,6.0%
CCCCN1C(=O)C(CC(=O)NCCCCc2ccccc2)CC(C(=O)N(C(C)C)C(C)C)=C1C (stereo unspecified),i,5.2,3.3%
Cc1noc(C)c1NC(=O)N(C)C[C@@H]1Oc2ncc(Br)cc2C(=O)N([C@@H](C)CO)C[C@H]1C,i,1.8,12.1%
CCN(c1ccccc1)S(=O)(=O)c1ccc(C(=O)NCc2ccccn2)cc1,i,0.2,6.3%
C=CCN(c1ccccc1OC)S(=O)(=O)c1cccc(C(=O)NCc2cccs2)c1,i,0.2,6.8%
Nc1nnnn1-c1cccc([N+](=O)[O-])c1,i,0.6,-0.3%
O=C(Cn1cc(COc2c(Br)cc(F)cc2Br)nn1)c1ccc(O)cc1,i,0.4,7.0%
Cc1noc(C)c1NC(=O)N(C)C[C@H]1Oc2c(cccc2N(C)C)C(=O)N([C@H](C)CO)C[C@@H]1C,i,1.3,6.7%
NS(=O)(=O)c1ccc(S(=O)(=O)N2CCCC(c3ccccc3)C2)cc1 (stereo unspecified),i,0.4,3.2%
C[C@]12c3[nH]c4ccc(Cl)cc4c3CCN1C(=O)[C@@H](CC(=O)NCc1ccco1)C[C@@H]2C(=O)N1CCOCC1,i,0.6,5.7%
COc1ccc(CN2C(=O)C(CC(=O)NCCCCc3ccccc3)CC(C(=O)N(C)C)=C2C)cc1 (stereo unspecified),i,1.0,12.2%
COc1ncnc2c1ncn2CCCN(CCCc1ccccc1)CCCn1cnc2c(OC)ncnc21,i,0.6,14.2%
CCn1c(SCC(=O)NC2CCCC2)nc2c(c1=O)SCC2,i,1.9,3.1%
CCOC(=O)c1ccc(S(=O)(=O)N2CCC(C(=O)Nc3nnc(C)o3)CC2)cc1,i,0.7,4.2%
COc1ccc(N=Cc2ccc(N(CCC#N)CCC#N)cc2)cc1,i,2.8,10.7%
COC(=O)c1ccc2c(c1C(=O)OC)CN(S(=O)(=O)C(C)(C)C)[C@H]2CCO,i,0.7,5.8%
CNC[C@@H]1OCc2ccccc2-c2c(n(C)c3ccccc23)C(=O)N([C@H](C)CO)C[C@H]1C,i,0.5,13.7%
Cc1ccc(NC(=O)COC(=O)CN2CCSC2=O)cc1F,i,0.4,10.4%
CNC(=O)C1CN(C(=O)c2nn(Cc3ccccc3)c(=O)c3ccccc23)c2ccccc2O1 (stereo unspecified),i,0.8,8.1%
O=C(NC1(C(=O)O)CCCC1)C(Cl)Cl,i,0.3,-0.6%
Cc1ccc(/C(N)=N/OC(=O)COc2cccc3ccccc23)cc1,i,0.8,20.2%
O=C(c1ccc(CS(=O)Cc2cccc(Cl)c2)o1)N1CCN(c2ccc(F)cc2)CC1 (stereo unspecified),i,2.0,5.6%
COc1ccc(N[C@@H]2CCN3C(=O)c4ccccc4[C@@H]3C[C@H]2O)cc1,i,0.0,74.8µM*
CC(C)CC1C(=O)N(Cc2cn(Cc3ccco3)nn2)CCS(=O)(=O)N1Cc1ccc(-c2ccncc2)cc1 (stereo unspecified),i,0.8,8.9%
COCCN(C(=O)c1ccc2c(c1)C(=O)N(c1ccccc1Cl)C2=O)c1c(N)n(CC(C)C)c(=O)[nH]c1=O,i,0.6,1.5%
C[C@]12CC[C@H](O)CC1=CCC1C2CC[C@@]2(C)C1CC[C@@H]2NCc1ccccc1 (stereo partly specified),i,0.6,8.1%
